LEDGF integ inh – blocks HIV-1 LEDGF/p75-dependent DNA integration. inhibition, % at 3.7 µM. actives 0.64% (n = 370,000). TR-FRET IN-LEDGF/p75 DNA integration, Eu/Cy5;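 active = inhibition above the screen-wide mean plus 3 SD, cut at about 13% in these data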;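 also: signal is the Cy5 over europium emission ratio at 671 and 618 nm; 0% = plate median of compound wells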
proKLK7 act – activates the human kallikrein-7 zymogen; P49862; purified proKLK7, EDANS-DABCYL substrate fluorescence; 100% is mature enzyme control, 0% vehicle; activation, % at 7 µM; actives 0.9% (n = 370,000); AID 652039;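 active = activation above the mean of all tested compounds plus 3 SD, computed per campaign excluding outliers beyond control limits, cut at about 13% in these data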
ASAP1 GAP inh – blocks human ASAP1-stimulated Arf1 GTP hydrolysis; Q9ULH1; GDP FP detection; inhibition, % at 16.5 µM; actives 0.19% (n = 360,000); AID 624377; in the data active = inhibition above about 25%;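 also: 0% = vehicle with enzyme and substrate and 100% = no enzyme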
DDE Tn6 FP inh – DD(E)-Tn6 binding inhibition, primary FP screen | Fibrin DD(E) TRITC-Tn6 fluorescence polarization displacement | inhibition, % at 8.3 µM | actives 0.21% (n = 370,000) | AID 720509;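 active = inhibition above a per-campaign cutoff: mean of compounds within control limits plus 3 SD, cut at about 15% in these data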;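 also: 0% = median of all compound wells on the plate and 100% = blocking peptide control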
PLC-gamma1 inh – PLC-gamma1 (human) inhibition, primary screen; P19174; purified PLC-gamma1, fluorogenic substrate, fluorescence; inhibition, % at 12.2 µM; actives 0.84% (n = 370,000); AID 720700; in the data active = inhibition above about 9.5%
ADAM17 inh – inhibits human ADAM17 | actives 0.83% (n = 370,000) | P78536 | recombinant ADAM17, EDANS/DABCYL FRET peptide cleavage | inhibition, % at 6.95 µM;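 active = inhibition above the mean of compounds lying between control limits plus 3 SD, set per campaign, cut at about 8.5% in these data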;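 also: 0% = DMSO-only wells as the low control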
ARFGAP1 inhibitor – inhibitors of rat ARFGAP1; Q62848; Arfgap1-stimulated ARF1 GTP hydrolysis, GDP FP detection; inhibition, % at 16.5 µM; actives 0.26% (n = 360,000);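 active = inhibition above a per-plate limit, mean inhibition of low control wells plus 3 SD, cut at about 25% in these data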;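 also: 0% = DMSO wells with enzyme and 100% = wells lacking Arfgap1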
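System: truncated rat Arfgap1 GAP domain / Benchmarks: high control wells lacking Arfgap1, low control full reaction with DMSO / Times: compound-enzyme preincubation 20 min, reaction 120 min, detection 60 min, 25 °C / Repeats: one replicate per compound / Also added: human ARF1(Δ1-17)-GTP substrate / Measured by: Tracer-displacement fluorescence polarization with EDTA stop, 620/688 nm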
ADAM10 inh – inhibits human ADAM10; O14672; recombinant ADAM10, EDANS/DABCYL FRET peptide cleavage, 3 h; inhibition, % at 7 µM; actives 0.62% (n = 370,000); AID 720582;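 active = inhibition above a per-campaign cutoff equal to the mean of compounds falling between control-based bounds plus 3 SD, cut at about 20% in these data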;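 also: 0% = DMSO wells while the 100% control is not disclosed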
Tn7 DDE FP – disrupts Tn7 cyclic peptide binding to fibrin D-Dimer-E complex | P02675 | FP displacement of FITC-Tn7 peptide from fibrin DD(E); 0% = median of compound wells per plate | inhibition, % at 8.3 µM | actives 0.13% (n = 370,000);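 active = inhibition above the mean of compounds falling within the control limits plus 3 SD of them, cut at about 14% in these data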;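 also: 0% = plate median of compound wells and 100% = 10 µM Aha-Tn7 peptide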
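system = human fibrin DD(E) protein | quantity = DD(E) 2 µM final | medium = Tris/NaCl/CaCl2 buffer, pH 7.8 | also added = labelled Tn7 tracer, 0.1 µM | compound dosing = single point at 8.3 µM | timing = compound with protein 10 min, then 3 h after probe, room temperature | signal = FP measurement | benchmarks = Aha-Tn7 high control | repeats = one replicate per compound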
TDP2 inh – blocks human TDP2 phosphodiesterase activity; O95551; recombinant TDP2, T5PNP hydrolysis, p-nitrophenol absorbance 415 nm; inhibition, % at 12.8 µM; actives 0.34% (n = 370,000); AID 720702;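 active = inhibition above the mean of all tested compounds plus 3 SD, set per campaign, cut at about 25% in these data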;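 also: 0% = DMSO with enzyme and 100% = buffer with substrate but no TDP2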
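Incubation: 2 h at 37 °C; Test system: recombinant human TDP2; Quantity: enzyme 120 nM; Read-out basis: percent inhibition; Medium: 50 mM Tris-HCl pH 7.5 with Mg2+, KCl, DTT, BSA; Repeats: single replicate; Compound: 12.8 µM single point, 1% DMSO; Signal: epi absorbance; Reagent: 5 mM T5PNP chromogenic substrate; Benchmarks: no-enzyme high, DMSO-plus-enzyme low.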
* = called active by the depositor; . = no result given.

Sample of the layout (two entries):
SMILES	LEDGF integ inh	proKLK7 act	ASAP1 GAP inh	DDE Tn6 FP inh	PLC-gamma1 inh	ADAM17 inh	ARFGAP1 inhibitor	ADAM10 inh	Tn7 DDE FP	TDP2 inh
Cc1ccc(N(C(=O)CNC(=O)c2ccco2)C(C(=O)NC2CCCC2)c2ccncc2)cc1F (configuration not stated)	7.4	0.1	3.2	-2.7	0.1	0.0	13.8	-1.9	-4.3	-1.0
Cc1cc(C)c(C(=O)COC(=O)Cn2nc(-c3ccccc3)oc2=O)cc1C	2.9	0.4	-8.3	0.1	-4.2	0.4	-14.0	-10.6	7.8	2.2

This part in full (from the top)
SMILES	LEDGF integ inh	proKLK7 act	ASAP1 GAP inh	DDE Tn6 FP inh	PLC-gamma1 inh	ADAM17 inh	ARFGAP1 inhibitor	ADAM10 inh	Tn7 DDE FP	TDP2 inh
Cc1ccc(N(C(=O)CNC(=O)c2ccco2)C(C(=O)NC2CCCC2)c2ccncc2)cc1F (configuration not stated)	7.4	0.1	3.2	-2.7	0.1	0.0	13.8	-1.9	-4.3	-1.0
Cc1cc(C)c(C(=O)COC(=O)Cn2nc(-c3ccccc3)oc2=O)cc1C	2.9	0.4	-8.3	0.1	-4.2	0.4	-14.0	-10.6	7.8	2.2
COc1cc(OC)c(OC)cc1CCC(C)NCCC(c1ccccc1)c1ccccc1 (configuration not stated)	-3.0	2.2	5.0	-1.4	2.9	-2.7	2.1	-11.2	0.1	5.1
O=C(Nc1ccc2c(c1)OCCO2)c1ccc(Br)cc1	-1.2	0.4	-3.6	-0.2	1.8	2.4	-9.4	6.4	1.9	7.6
CC12CCC(=O)C=C1CCC1C3CC(O)C(O)(C(=O)CO)C3(C)CC(O)C12F (configuration not stated)	-3.5	0.6	-1.3	-0.3	-1.7	-1.8	6.2	-0.5	-0.4	4.9
O=C(Nc1nnc(C2CCCCC2)s1)c1cccs1	0.4	0.2	6.4	-3.9	3.7	3.5	-6.4	4.6	-1.2	-10.8
CCOc1ccc(/C(O)=C2/C(=O)C(=O)N(CCCn3ccnc3)C2c2cccs2)cc1Cl (configuration not stated)	-0.2	-0.1	-4.6	-2.6	-6.4	0.0	-13.1	8.8	6.2	2.6
CC(C(=O)NC1CCCCC1)N1C(=O)c2cccc3cccc1c23 (configuration not stated)	1.4	2.2	8.7	3.7	-305.6	-14.2	-2.5	-63.2	-9.8	1.6
COc1ccc(C(CC(=O)c2ccc(O)cc2)S(=O)(=O)c2ccc(C)cc2)cc1 (configuration not stated)	6.2	46.2*	5.0	2.7	-24.0	-30.7	-0.8	-95.7	-6.7	-8.5
COc1cc(Br)c(/C=C/c2ccc3cccc(O)c3n2)cc1OC	5.8	0.9	3.6	-3.1	-6.7	0.6	-0.2	-1.3	2.8	11.4
CCc1cc(OCCOCCN(C)C)ccc1Cl	2.9	-0.4	-3.0	-0.5	-0.2	-3.8	-0.3	-9.4	6.2	0.2
COc1cc(NC(=O)c2ccc(Br)o2)ccc1NC(=O)C(C)C	-0.8	-0.2	-5.9	6.1	2.9	2.7	2.1	-0.2	-6.1	2.3
CCc1noc(C)c1C(=O)Nc1cccc2ncccc12	-1.6	-0.1	-2.7	-7.0	-1.4	-4.5	7.1	-15.5	0.8	9.5
O=C(COC(=O)/C=C/c1ccccc1)NC(=O)NCc1ccccc1	-2.4	-0.2	-1.6	-0.9	0.2	-4.4	2.0	-10.7	-0.4	2.9
CN(C)c1cccc2c1C(=O)c1ccccc1C2=O	-8.3	-0.6	-6.3	-9.0	6.8	4.3	5.2	14.9	-7.9	-3.0
COc1ccc(-c2csc(NC(=O)c3ccccc3S(C)(=O)=O)n2)cc1	-2.4	0.4	0.8	-1.9	-0.1	-0.9	6.0	12.2	-2.0	-3.7
CCCCn1nnnc1C(c1ccccc1OC(F)(F)F)N1CCN(C/C=C/c2ccccc2)CC1 (configuration not stated)	-1.4	-0.1	-1.7	1.1	4.2	-1.9	-21.3	2.1	1.8	-3.7
COc1ccc(S(=O)(=O)N(C)C)cc1NC(C)C(=O)Nc1cccc(C#N)c1 (configuration not stated)	-1.2	0.5	-7.4	7.9	-1.8	-4.4	-10.2	0.1	2.7	12.9
CN(CC(=O)N1CCCC1)S(=O)(=O)c1cc(Cl)ccc1Cl	-2.0	0.0	-13.7	-4.7	1.9	-2.3	9.7	-5.8	-4.4	-4.5
Cc1noc(C)c1C(=O)OCC(=O)c1cc(C)n(Cc2ccccc2Cl)c1C	2.9	0.1	3.6	7.3	0.5	3.7	-7.7	-8.2	8.1	-5.8
COc1ccc(C(C)(C)C)cc1NC(=O)C1=CC=CN2CCS(=O)(=O)N=C12	-3.4	-37.7	-3.2	8.4	-29.1	-3.0	9.1	-4.9	1.7	-3.6
N#Cc1ccccc1NC(=O)CN1C(=O)NC2(CCCC2)C1=O	0.0	-0.6	-3.0	-4.0	-1.1	-0.4	15.8	-8.6	-8.9	1.4
O=C(NC1(C(F)(F)F)N=C(c2ccccc2)NC1=O)c1ccc(Cl)cc1Cl (configuration not stated)	1.3	0.2	11.5	2.3	-3.1	-8.0	9.9	-15.3	4.9	-9.6
Cc1cn([C@H]2C[C@H](O)[C@@H](/C=C/C(=O)NCc3ccc(N(C)C)cc3)O2)c(=O)[nH]c1=O	-2.5	0.2	-8.5	2.0	-0.3	-3.3	-6.6	-2.6	2.7	6.0
COC(=O)c1cc2ccsc2n1Cc1cccc(F)c1	-2.4	-0.4	-0.3	1.4	-3.6	-0.3	-7.2	0.3	-3.6	-4.3
CC(C)CC(NC(=O)C(CC(C)C)NC(=O)OC(C)(C)C)C(N)=O (configuration not stated)	-2.4	0.7	2.8	3.3	-0.9	-1.7	-13.3	-1.1	-0.7	-1.5
Cc1nn(-c2ccccc2)c(C)c1C(=O)OCC(=O)N1CCN(S(=O)(=O)c2ccccc2)CC1	1.0	0.5	-4.3	2.1	-13.4	-2.0	5.9	-5.5	2.6	8.2
Cc1nnc(NC(=O)Cn2cnc3c2c(=O)n(C)c(=O)n3C)s1	-2.9	-0.2	0.5	11.0	2.1	-1.3	3.4	-3.9	9.7	-13.3
Oc1ccccc1C1=NCCNC(C(F)(F)F)=C1	-1.9	-0.2	-0.7	-6.5	-0.8	-5.4	-16.9	-3.4	5.7	1.9
CCOC(=O)Cc1c(C)nc(-c2ccccc2)[nH]c1=O	-0.8	0.8	-6.0	2.9	-0.5	-3.2	-1.0	5.0	2.6	-7.0
COCCCNCCCCOc1ccc(Br)cc1C	-1.0	-0.2	-7.1	5.3	3.1	5.2	10.7	-0.4	-0.5	0.2
COc1ccc(OC)c(C2=NNC(=NCc3ccc4c(c3)OCO4)SC2)c1	0.7	-0.3	11.9	-5.0	-74.6	-26.1	-0.9	-65.6	0.5	10.3
Cc1nnc(NC(=O)CSc2cn(Cc3ccccc3)c3ccccc23)s1	-6.5	-0.6	2.0	1.6	3.3	-2.1	-2.2	-8.2	-1.2	-2.6
CC1=NN(c2ccc(C)c(C)c2)C(=O)/C1=C\C=C\c1ccc([N+](=O)[O-])o1	11.9	-0.3	2.3	-2.7	3.7	4.1	1.8	9.6	-7.8	-12.3
CCOC(=O)c1cc2cc(OC)ccc2[nH]1	-2.0	3.2	-1.4	-1.0	-213.1	-70.2	-12.9	-179.1	4.7	8.2
O=C(Nc1cccc(F)c1)Nc1ccc2c(c1)CCC2	0.5	-0.2	8.1	-0.3	-0.8	-0.2	-4.4	-5.9	5.4	-4.3
COc1ccc(S[C@]2(C(=O)N3CCCC3)CC(=O)N(C(=O)C3CC3)[C@@H]2c2ccc(OC)cc2)cc1	0.9	0.4	.	-11.4	1.3	1.2	.	4.8	1.3	-6.6
CCCCCN(C(=O)CCC(=O)OCc1cc(C(C)=O)ccc1OC)c1c(N)n(CCCC)c(=O)[nH]c1=O	3.3	0.0	-1.0	-3.6	-0.5	-0.4	4.4	-8.4	3.3	-0.8
O=C(CSc1nnc(-c2cccnc2)o1)NNC(=O)c1ccc(Br)cc1	-3.1	-0.3	5.0	-1.4	1.1	-1.5	-15.0	-7.1	-2.1	-16.4
CSc1cccc(NC(=O)CSc2ccccc2)c1	1.4	-0.4	-1.2	1.4	0.2	-1.5	7.5	-0.2	8.6	5.0
CC(C)C[C@H]1COc2cccc(F)c2S(=O)(=O)N1Cc1cn(CCC2OCCO2)nn1	-0.3	0.1	.	3.8	0.7	-2.7	.	-0.2	5.8	-1.3
O=C(Cn1ncc2c3ccccc3n(Cc3cccc(Cl)c3)c2c1=O)NCC1CCCO1 (configuration not stated)	4.4	-0.8	-5.2	-0.2	-4.1	0.7	1.1	-2.8	-8.8	-5.5
COc1ccc(N(C)S(=O)(=O)c2cccc(C(=O)OC(C(=O)Nc3cc(C)cc(C)c3)c3ccccc3)c2)cc1 (configuration not stated)	0.6	-0.1	-3.1	2.7	1.2	8.6*	2.9	16.4	-10.7	5.7
O=S(=O)(c1ccc(Cl)cc1)N1CCC(c2nc3ccccc3[nH]2)CC1	-0.4	3.7	-1.7	2.7	-0.6	-1.4	9.8	-1.1	0.7	7.7
CCC(=O)c1c[nH]c(C(=O)NCC2CCCO2)c1 (configuration not stated)	1.3	0.2	4.1	-7.7	1.2	-3.2	1.3	4.8	-6.0	-4.3
CCOCCCNC(=S)N1CCC(NC(=O)C2CCCCC2)CC1	-5.2	0.2	-14.9	-3.7	2.5	-4.6	9.1	-7.2	-1.9	4.2
CC(C)CCNC(=O)CN(Cc1cccs1)C(=O)CCC(=O)Nc1nccs1	-3.3	-0.1	13.7	-1.8	0.0	-0.8	3.3	4.9	4.5	0.1
N#CCC(=O)Nc1ccc(C(=O)OC(C(=O)Nc2cc(C(F)(F)F)ccc2Cl)c2ccccc2)cc1 (configuration not stated)	4.0	0.5	3.1	-5.9	1.5	5.7	17.2	15.3	-7.8	-13.1
Cc1ccc(S(=O)(=O)N2CCCC(C(=O)NCCCN3CCCCC3C)C2)cc1 (configuration not stated)	-0.7	0.1	-3.5	-5.9	0.2	-5.0	-10.3	-5.0	8.9	6.2
O=C(NCC1CCN(Cc2ccccc2F)CC1)Nc1cc(F)ccc1F	3.3	-0.1	0.3	11.7	3.6	0.9	3.6	2.7	-2.2	-5.0
COCCCn1c(C(=O)NC2CCCCC2C)cc2c(=O)n3cccc(C)c3nc21 (configuration not stated)	-0.8	-8.2	-4.3	4.3	-116.3	-42.2	-2.9	-128.7	5.9	1.2
COc1cc(-c2nnn(CC(=O)NC3CCS(=O)(=O)C3)n2)ccc1OCc1ccccc1 (configuration not stated)	-1.3	1.1	0.2	6.0	1.2	-2.6	-7.7	7.5	-0.5	16.5
